Bioassay records as filed in PubChem BioAssay.
TRb-SRC2 inh – disrupts binding of human TR beta to SRC2; 280,000 compounds, 0.065% hits; Potency, µM (series often up to 106 µM), without a hit: top-dose activity change, negative = inhibition, hits mostly inhibitors; TRbeta-SRC2 peptide binding, fluorescence polarization; receptor liganded with 1 µM T3; P10828;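 also: plate controls were bound peptide for no effect and peptide without receptor for full effect; nearly all actives have a fitted effect of over 50% in size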
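A fluorescence polarization screen tested compounds at multiple concentrations against complex formation between 0.6 uM TRb ligand-binding domain and 20 nM Texas Red SRC2 peptide, with 1 uM T3 present; readout after 5 hr.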
Lamin A splicing – LMNA splicing modulation; HeLa LMNA splicing GFP/RFP minigene ratio, 48 h; Potency, µM (top dose mostly 46.1 µM), without a hit: at the top dose ratio change, negative = inhibition, usual class: inhibitors; 200,000 compounds, 0.01% hits; active = well fitted inhibition curve with a large enough effect in the signal ratio, with a control signal flat, not every such curve was filed as active; inconclusive = small, poorly fitted or top-dose-only effect, or effect the other way, or a change in a side signal; the % refers to the signal ratio; also: % is scaled to controls: 0 for no effect and ±100 for the full control effect
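S3 HeLa cells stably expressing lamin A-EGFP splicing minigene plus DsRed2, 600 cells/well, 48 h compound exposure at 37C. Laser-scanning cytometry; analysed as GFP (500-530 nm)/RFP (575-640 nm) total intensity ratio; 0.5% DMSO vehicle.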
ALDH1A1 block – ALDH1A1 (human) enzyme inhibition | P00352 | Purified ALDH1A1, NADH fluorescence, propionaldehyde substrate | Potency, µM (titrated, usually from 75.3 µM), inactives show top-dose activity, negative = inhibition, usual class: inhibitors | 220,000 compounds, 7.3% hits | AID 1030; active = well fitted inhibition curve with a large enough effect, not every such curve was filed as active; inconclusive = small, poorly fitted or top-dose-only effect, or another doubt; inactive = no such curve, though single readings can be large or run the other way;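 also: plate controls were no enzyme wells and a reference inhibitor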
JMJD2E inh – JMJD2E (human) inhibition; B2RXH2; JMJD2E catalytic domain, FDH-coupled NADH fluorescence (FDH is formaldehyde dehydrogenase); Potency, µM (titrated, usually from 57.1 µM), inactives show top-dose activity change, negative = inhibition, hits mostly inhibitors; 230,000 compounds, 1.6% hits; AID 2147; active = well fitted inhibition curve with a large enough effect, not every such curve was filed as active; inconclusive = small, poorly fitted or top-dose-only effect, or another doubt; inactive = no such curve, though single readings can be large or run the other way;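 also: 0% = wells with enzyme and -100% = buffer wells without enzyme; nearly all actives have a fitted effect of over 50% in size; many of its hits are not listed in these tables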
Target sequence (B2RXH2 1-337 limits assumed): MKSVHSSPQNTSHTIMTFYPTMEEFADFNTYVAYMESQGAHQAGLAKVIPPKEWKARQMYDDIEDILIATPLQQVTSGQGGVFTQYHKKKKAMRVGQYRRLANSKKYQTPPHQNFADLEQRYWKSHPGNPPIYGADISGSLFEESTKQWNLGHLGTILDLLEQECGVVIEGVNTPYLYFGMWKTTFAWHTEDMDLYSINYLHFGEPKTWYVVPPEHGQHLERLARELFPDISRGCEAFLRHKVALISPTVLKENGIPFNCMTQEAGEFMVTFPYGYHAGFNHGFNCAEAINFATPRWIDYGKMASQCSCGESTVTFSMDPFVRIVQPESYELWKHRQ
RECQ1 helicase – RECQ1 (human) helicase inhibition | RECQ1 DNA unwinding, red fluorescence kinetic read | Potency, µM (doses to about 57.3 µM), for the others: at the top dose activity, negative = inhibition, most hits filed as inhibitors | 240,000 compounds, 0.54% hits;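 also: plate controls were vehicle for no effect and no enzyme for full effect; nearly all actives have a fitted effect of over 30% in size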
Target sequence (P46063 whole entry, looked up): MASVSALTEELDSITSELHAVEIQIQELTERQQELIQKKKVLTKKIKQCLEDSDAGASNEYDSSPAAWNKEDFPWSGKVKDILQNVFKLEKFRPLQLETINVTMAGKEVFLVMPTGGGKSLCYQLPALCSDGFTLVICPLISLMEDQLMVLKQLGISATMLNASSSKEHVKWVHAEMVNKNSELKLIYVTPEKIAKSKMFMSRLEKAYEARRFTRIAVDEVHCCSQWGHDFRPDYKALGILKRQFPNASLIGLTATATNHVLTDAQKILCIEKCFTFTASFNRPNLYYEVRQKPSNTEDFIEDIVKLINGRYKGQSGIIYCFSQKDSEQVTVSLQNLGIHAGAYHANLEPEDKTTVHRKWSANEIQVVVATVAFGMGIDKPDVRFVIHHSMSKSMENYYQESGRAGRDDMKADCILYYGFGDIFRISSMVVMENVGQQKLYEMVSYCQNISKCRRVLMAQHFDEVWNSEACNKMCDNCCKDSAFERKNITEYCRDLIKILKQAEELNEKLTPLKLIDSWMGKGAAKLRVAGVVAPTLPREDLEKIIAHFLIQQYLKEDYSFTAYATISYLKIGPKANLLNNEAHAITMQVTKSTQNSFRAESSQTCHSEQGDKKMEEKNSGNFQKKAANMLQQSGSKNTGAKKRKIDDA
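50 nM RECQ1T1 preincubated 15 min with compound in Tris pH 8.0 buffer with MgCl2, DTT, Tween-20 and 2.5 ug/ml poly(dI-dC); started with 200 nM TAMRA/BHQ-2 forked duplex and 2 mM ATP. Unwinding read as fluorescence (525/598 nm), two reads 2 h apart.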
RGS12 GoLoco inh – inhibitors of human Gai1-RGS12 GoLoco interaction (red fluorophore); Gai1:RGS12 GoLoco peptide FP, rhodamine, 10 min; Potency, µM (series often up to 61.6 µM), for inactives: at the highest dose activity, negative = inhibition, hits mostly inhibitors; 230,000 compounds, 0.44% hits; AID 880; active = well fitted inhibition curve with a large enough effect, not every such curve was filed as active; inactive = no such curve, though single readings can be large or run the other way; also: % is scaled to controls: 0 for no effect and ±100 for the full control effect; nearly all actives have a fitted effect of over 30% in size; many of its hits are not listed in these tables
SMN2 splice up – SMN2 splice variant enhancement; HEK293 SMN2-luciferase splicing reporter, luminescence, 30-36 h; 210,000 compounds, 2.8% hits; AID 1458; Potency, µM (series often up to 46.1 µM), inactives show at the highest dose activity change, positive = activation, actives largely listed as activators; also: % of control where 0% means no effect; nearly all actives have a fitted effect of over 55% in size
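qHTS luciferase splicing reporter: luminescence rises when SMN2 exon 7 is included in transfected HEK293 cells. Compound exposure lasted 30-36 h at 37C, with 4.5 mM final sodium butyrate as control, followed by a ONE-Glo read.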
TR SRC2 fluor cs – Texas Red fluorescence interference in TRb-SRC2 counter-screen; TRb/SRC2 Texas Red total fluorescence interference; 280,000 compounds, 0.29% hits; AID 1479; Potency, µM (series often up to 106 µM), for the others: at the highest dose fluorescence change, negative = quenching; active = well fitted curve in either direction with a large enough effect; inconclusive = small, poorly fitted or top-dose-only effect; also: % is scaled to controls: 0 for no effect and ±100 for the full control effect
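Flags fluorescent or light-absorbing compounds by total fluorescence, S + 2P, at 555 nm excitation and 632 nm emission. Mixture: 20 nM Texas Red SRC2 peptide, 0.6 uM human TRb LBD, 1 uM T3, 5% DMSO; compound exposure 5 h at ambient temperature.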
Starred values were filed as active, the others as inactive; i = inactive; ? = inconclusive; / = no result given; & = joins results of further samples; [ ] = remark or other dose. Unless noted, calls follow the shape of the dose curve; as a rule, active = well fitted curve in the direction sought with a large enough effect; inconclusive = small, poorly fitted or top-dose-only effect, or another doubt; inactive = no such curve, though single readings can be large; an effect the other way counts as inactive or inconclusive. Potency is read from the fitted curve at half-maximal effect.

SMILES	TRb-SRC2 inh	Lamin A splicing	ALDH1A1 block	JMJD2E inh	RECQ1 helicase	RGS12 GoLoco inh	SMN2 splice up	TR SRC2 fluor cs
CC(C)c1nc2ccc(C(=O)O)cc2[nH]1	-2%	6%	6%	2%	3%	-9%	-20%	-1%
CC(C)NC(=O)C1CCN(C(=O)c2ccc(-c3ccccc3)cc2)CC1	-8%	2%	-2%	6%	i	3%	-6%	-1%
O=C(NCCCN=C1NS(=O)(=O)c2ccccc21)c1ccc(S(=O)(=O)N2CCOCC2)cc1	-2%	8%	12%	-7%	-4%	4%	3%	-2%
COc1ccc(/C=N/NC(=O)CN(c2ccc(OC)cc2)S(=O)(=O)c2ccccc2)cc1	-4%	/	-9%	-10%	-2%	6%	/	-5%
CC(C(=O)O)n1c(C(F)(F)F)nc2ccccc21 (stereo not given)	-5%	-4%	7%	-8%	-11%	9%	-8%	-1%
COc1ccc(-c2cnc3ncnn3c2N)cc1	-1%	4%[46 µM]	6%	-3%	i	13%	-8%	-2%
CCCOC(=O)c1ccc(NC(=O)Oc2ccccc2)cc1	?	48%	25µM*	7%	-2%	-25%	1%	0%
CN(C)c1ccc(C=C2C(=O)OC(C)(C)OC2=O)cc1	1%	/	0.79µM*	-2%	-1%	212%[activator]	-28%	0%
CCCc1nc2ccccc2c2nc(N)nn12	-6%	0%	-3%	?	-8%	0%	4%	-7%
COc1ccc(C(=O)/C=C/C(=O)N(CC(=O)NC2CCCCC2)Cc2ccccc2)c(O)c1	-3%	/	?	-1%	-8%	-13%	/	1%
COc1cc(Nc2cc(C)nc3nc(C)nn23)cc(OC)c1OC	-21%	-17%	-11%	-9%	i	4%	-3%	1%
C=CCn1c(Cc2ccc(OCC)cc2)nnc1SCC(N)=O	-14%	16%	9%	-1%	i	-12%	26%	2%
Cc1ccc(S(=O)(=O)N2CCN(C(=O)c3c(C)nn(-c4ccccc4)c3Cl)CC2)cc1	-4%	?	-4%	1%	-8%	5%	-28%	0%
Cc1ccc(C(=O)NCCc2ccccn2)cc1S(=O)(=O)N1CCOCC1	9%	/	/	15%	-2%	0%	/	0%
CCSc1nc(-c2cccnc2)ccc1C#N	-4%	?	?	?	7%	0%	7%	1%
CCCCc1c(O)cc(C)[nH]c1=O	-6%	13%[46 µM]	8%	?	0%	5%	/	-3%
CCOc1nnc(C)c2c(C)n(-c3cccc(Cl)c3)nc12	-16%	8%	7%	-1%	-13%	72%[activator]	13%	5%
CC(=O)Nc1ccc(C(=O)N/N=C/c2cccnc2)cc1	3%	-8%	-1%	-13%	-12%	8%	-96%[inhibitor][1.84 µM]	-1%
Cn1c(SCC(=O)c2ccc3c(c2)OCO3)nnc1-c1ccccn1	3%	10%	3%	1%	-11%	-1%	-5%	1%
COc1ccc(C2CC(c3ccccc3)=NN2C(=O)COC(=O)c2nc3nccc(C)n3n2)cc1 (stereo not given)	2%	-12%[46 µM]	0%	-26%	-4%	21%	3%	0%
Cc1ccc(C(=O)NCCc2sc(C)nc2C)cc1	-1%	-17%	?	-6%	0%	7%	26%	-7%
O=C(c1ccccc1F)N1CCN(c2ccc([N+](=O)[O-])c3cccnc23)CC1	3%	?	-13%	0%	-2%	-6%	/	-2%
O=C(NCc1cccnc1)/C(=C/c1ccc(-c2cccc(C(F)(F)F)c2)o1)NC(=O)c1ccccc1	-5%	2%	8%	?	-8%	7%	-6%	0%
Nc1cc(C(F)(F)F)ccc1C(=O)O	-7%	-8%	?	?	4%	8%	9%	-5%
COc1cc(/C=N\NC(=O)CN2CCOCC2)ccc1OCC(=O)Nc1ccc(C)c(C)c1	-5%	-3%	-6%	1%	11%	-5%	2%	-5%
CC(C)(C)c1ccc(-c2ncccc2O)cc1	0%	-10%[46 µM]	?	?	-5%	14%	/	-4%
CCOC(=O)c1oc2ccc(S(=O)(=O)n3nc(-c4cc(OC)c(OC)c(OC)c4)cc3N)cc2c1C	3%&3%	/	-1%	0%	-2%	7%	9%&10%	4%&-2%
Cc1ccc2c(c1)NC(=O)C(CC(=O)NCCN(C)C)O2 (stereo not given)	3%	-2%	8%	-6%	0%	-1%	10%	-1%
COC(=O)C1CSC(C(=O)OC)N1C(=O)Nc1ccc(Cl)c(Cl)c1 (stereo not given)	-1%	-4%	4%	3%	-10%	-11%	6%	-1%
C=CCc1c(C)nc(N)[nH]c1=O	-1%	-4%	2%	1%	6%	-1%	3%	-2%
CCCCCCCC/C=C\CCCCCCCC(=O)NCc1ccc(O)c(OC)c1	-6%	/	4%	-27%	-5%	2%	/	1%
CC1CC(C)CN(CC(C)(C)NS(=O)(=O)c2ccc(Cl)cc2)C1 (stereo not given)	0%	6%	-4%	6%	i	6%	0%	-2%
Cc1ncsc1CCOC(=O)c1ccc(N2CCOCC2)c([N+](=O)[O-])c1	-1%	?	?	0%	2%	-5%	-53%[inhibitor]	-3%
CCN1CCCCC(=N/O)/C(=N/O)CCCC1	3%	/	10%[13.5 µM]	9%	15%	-13%[14.2 µM]	-6%[9.22 µM]	-2%
O=C(Cn1cnc2ccccc21)N/N=C/c1ccccc1[N+](=O)[O-]	-2%	-8%	?	4%	-1%	1%	6%	-4%
CCOC(=O)NC(=O)/C(C#N)=C\Nc1sccc1C(=O)OC	-21%	-2%[46 µM]	-10%	-8%	-11%	28%	-7%	14%
C/C(CCc1ccco1)=N/NC(=O)CCC(=O)Nc1ccc(Br)cc1	7%	-3%	-7%	2%	-8%	31%[activator]	19%[1.84 µM]	-1%
COc1cc(/C=C2\CCc3ccccc3C2=O)cc(OC)c1OC	-1%	?	?	-17%	-13%	6%	-35%[inhibitor]	-3%
O=C(O)c1cc(-n2cccc2)ccc1N1CCOCC1	-6%	?	4%	-13%	i	-8%	/	-9%
O=C(Nc1cccc2ccccc12)OCc1cncs1	2%	?	-6%	-5%	i	-5%	14%	-1%

The list goes on; the last two above are carried over.
SMILES	TRb-SRC2 inh	Lamin A splicing	ALDH1A1 block	JMJD2E inh	RECQ1 helicase	RGS12 GoLoco inh	SMN2 splice up	TR SRC2 fluor cs
O=C(O)c1cc(-n2cccc2)ccc1N1CCOCC1	-6%	?	4%	-13%	i	-8%	/	-9%
O=C(Nc1cccc2ccccc12)OCc1cncs1	2%	?	-6%	-5%	i	-5%	14%	-1%
O=C(OCC(=O)N1CCCc2ccccc21)c1cncc(Br)c1	-3%	-2%	-20%	-4%	-5%	/	/	-2%
CCC/C(O)=C1\C(=O)CCCC1=NCCc1c(C)[nH]c2ccccc12	-6%	/	/	2%	-1%	-2%	/	-1%
CC1CCN(C(=O)C2CCCN(S(C)(=O)=O)C2)CC1 (stereo not given)	2%	14%	8%	1%	-15%	0%	7%	-1%
CCOC(=O)C(CCSC)NC(=O)CN (stereo not given)	-1%	6%	-3%	0%	-1%	5%	-5%	-1%
CCCn1c(=N)c(C(=O)NC2CCCC2)cc2c(=O)n3cccc(C)c3nc21	9%&8%	?	?	?	-3%	8%	-21%&-17%	-3%&-1%
CCCCSc1nc2sc3c(c2c(=O)[nH]1)CCC3	-21%	-2%	?	-26%	-18%	6%	-31%[inhibitor]	2%
Cn1c(C(=O)OC(C(=O)NCc2ccco2)c2ccncc2)cc2sccc21 (stereo not given)	8%	10%	5%	7%	i	12%	-9%	2%
Cc1cc(C)cc(Oc2cc(NC(=O)c3cn(C)nc3C)cc([N+](=O)[O-])c2)c1	-3%	23%	6%	-10%	i	7%	-53%[inhibitor]	-3%
CN(C)CCN=Cc1c(O)n(Cc2ccccc2)c(=O)c2ccccc12	10%	/	?	?	-3%	-4%	17%	-4%
COc1ccc(C2N(c3cccc(Cl)c3)C(=O)C3CCCN32)cc1 (stereo not given)	-2%	1%	?	-9%	-2%	-1%	11%	-1%
O=C(CN1C(=O)NC(c2ccccc2)(c2ccccc2)C1=O)c1c[nH]c2ccccc12	-6%	/	-7%	6%	i	11%	2%	-4%
O=C(N/C=C/c1ccc(Cl)cc1)NCc1ccc(Cl)cc1	2%	1%	?	-8%	-16%	-14%	-5%	3%
Cc1cc(C(=O)Nc2sc3c(c2C#N)CCCCC3)cs1	-3%	14%	?	?	-3%	87%[activator]	11µM*	4%
Cc1ccc(COC(=O)c2nn(-c3ccccc3)nc2N)cc1	-1%	4%[9.22 µM]	?	?	?	-5%	-7%	-1%
Cc1ccc(C)c(NS(=O)(=O)c2ccc(OCC(=O)N3CCOCC3)cc2)c1	-14%	-6%	7%	4%	-3%	-16%	-15%	2%
CCCNC(=O)OC[C@@H]1O[C@H](CCO/N=C(\C)CCN2CCCCc3nc(C)c(C)cc32)C=C[C@@H]1Oc1ccc(OC)cc1	-1%[11.2 µM]	/	-8%[13.5 µM]	/	i[11.5 µM]	/	/	-3%[11.2 µM]
CCOC(=O)c1cc2cc(OC)ccc2[nH]1	-18%	?	?	?	i	21%	-3%	2%
C=CCOC(=O)C1=C(C)NC(SCC(=O)Nc2nccs2)=C(C#N)C1c1ccc(Cl)cc1 (stereo not given)	-15%	?	?	?	i	-1%	-21%	1%
CCOC(=O)C1=NN(C(C)=O)C2(CC(=O)N(c3cccc(C)c3)C2=O)C1 (stereo not given)	0%	-7%	15%	0%	-11%	5%	8%	4%
Cc1ccc(-c2n[nH]c(=S)n2/N=C/C=C\c2ccccc2[N+](=O)[O-])cc1	0%	5%	1%	5%	-3%	8%	16%	-1%
COc1cccc(Cn2nnc(C(=O)NCc3ccc(F)cc3)c2N)c1	0%	0%	4%	-4%	-13%	7%	-2%	-1%
C=CCc1c(C)nc(-c2ccccc2)nc1N/N=C/c1ccccc1	4%	-8%	11%	3%	-21%	-2%	9%	-1%
Cc1nn(C2CCS(=O)(=O)C2)c(Cl)c1/C=C/C(=O)OCC(=O)Nc1ccccc1OC(F)F (stereo not given)	-3%	-13%	7%	0%	-4%	-17%	-3%	-1%

Only part of the results is shown; the hit share may differ from the screen's.
